Giardia FBPA inh = Giardia lamblia aldolase inhibition; purified Giardia FBPA; 290,000 compounds, 0.71% hits; A8B2U2; Potency, µM (doses to about 59.6 µM), without a hit: at the top dose activity, negative = inhibition, usual class: inhibitors; further: potency means the concentration at half of the fitted maximal effect; on the % scale 0 is the no-effect control and ±100 the full control effect; nearly all actives have a fitted effect of over 55% in size
Target sequence (A8B2U2 whole entry, looked up): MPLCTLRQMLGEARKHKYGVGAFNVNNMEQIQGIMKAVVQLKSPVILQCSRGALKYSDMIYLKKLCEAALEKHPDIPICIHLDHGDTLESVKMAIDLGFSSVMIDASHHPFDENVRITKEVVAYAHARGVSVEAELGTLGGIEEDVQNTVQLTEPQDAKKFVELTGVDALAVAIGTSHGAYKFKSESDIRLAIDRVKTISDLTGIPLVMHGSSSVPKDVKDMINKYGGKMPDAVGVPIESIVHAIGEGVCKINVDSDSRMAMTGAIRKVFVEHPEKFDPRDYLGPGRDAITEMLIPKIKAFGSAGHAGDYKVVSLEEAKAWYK
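Giardia FBPA (40 nM reagent) was preincubated 10 min at RT with compound (up to 57.5 uM final), then substrate plus GAPDH/TPI/NAD/arsenate coupling system with diaphorase/resazurin was added; resorufin fluorescence (525/598 nm) was read after 20 min.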
AmpC detergent = AmpC beta-lactamase inhibition with detergent present | P00811 | AmpC hydrolysis of nitrocefin, absorbance 480 nm, 0.01% Triton | Potency, µM (titrated, usually from 114 µM), inactives show at the top dose activity change, negative = inhibition, usual class: inhibitors | 370,000 compounds, 0.041% hits | AID 485294;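 further: potency means the concentration at half of the fitted maximal effect; 0% = no-compound wells and -100% = no-enzyme wells; nearly all actives have a fitted effect of over 25% in size; some results filed as inactive show a strong effect at the top dose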
Target sequence (P00811 whole entry, looked up): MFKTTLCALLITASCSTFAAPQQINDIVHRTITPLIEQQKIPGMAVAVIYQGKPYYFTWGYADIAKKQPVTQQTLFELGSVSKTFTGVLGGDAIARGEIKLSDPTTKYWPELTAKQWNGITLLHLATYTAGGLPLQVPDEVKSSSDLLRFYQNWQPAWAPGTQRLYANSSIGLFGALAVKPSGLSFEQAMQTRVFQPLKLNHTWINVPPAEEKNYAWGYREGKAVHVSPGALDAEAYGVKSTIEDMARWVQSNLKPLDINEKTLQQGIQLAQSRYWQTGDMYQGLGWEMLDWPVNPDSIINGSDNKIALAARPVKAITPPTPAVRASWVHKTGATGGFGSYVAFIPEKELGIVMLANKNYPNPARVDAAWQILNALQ
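20 mM phosphate pH 7.0 + 0.01% (detergent screen) or 0.0001% Triton X-100; 5.3 nM AmpC reagent; cpd preinc 15 min RT; nitrocefin (800 uM stock) to start; A480 q20 s × 4 min; Activity was normalised to no-enzyme and no-compound control wells.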
Cycloheximide cs = affects cycloheximide protein synthesis inhibition readout, counter-screen; AID 2314; 300,000 compounds, 12% hits; max response, %; cell reporter, cycloheximide protein synthesis inhibition counterscreen; in the data active means max response mostly above about 13%, no sharp cut-off; inactive means mostly below about 14%; further: read at 38.3 µM for the half of the compounds with a filed dose; 0% is about no effect
Shiga toxin inh = Shiga toxin inhibition; Vero cells, Shiga toxin protein synthesis inhibition reporter; inhibition, % at 38.7 µM; 290,000 compounds, 9.2% hits; AID 2315; in the data active means inhibition mostly above about 28%, no sharp cut-off; inactive means mostly below about 43%; further: 0% is about no effect
AmpC inh no detg = inhibitors of E. coli AmpC beta-lactamase without detergent. AmpC nitrocefin hydrolysis, absorbance 480 nm, 0.0001% Triton. Potency, µM (top dose mostly 57.1 µM), without a hit: at the top dose activity change, negative = inhibition, hits mostly inhibitors. 330,000 compounds, 0.52% hits;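 further: potency means the concentration at half of the fitted maximal effect; plate controls were no compound for no effect and no enzyme for full effect; nearly all actives have a fitted effect of over 20% in size; some results filed as inactive show a strong effect at the top dose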
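AmpC (5.3 nM in the dispensed reagent) in 20 mM phosphate pH 7.0 with 0.01% (detergent screen) or 0.0001% Triton X-100 was preincubated with compounds for 15 min at room temperature. Nitrocefin was then added from an 800 uM solution, and hydrolysis was followed at 480 nm.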
HCMV antiviral = human cytomegalovirus inhibition | HFF cells, HCMV-luciferase reporter, 72 h; hits give low values | activity change, negative = inhibition, % at 57.5 µM | 410,000 compounds, 4.5% hits | AID 1259415; in the data active means activity change below about -60%; inconclusive means no clear call, values can overlap the other calls; inactive means above about -39%; further: on the % scale 0 is the no-effect control and ±100 the full control effect
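Two compound doses tested in HFFs infected with HCMV-luciferase, MOI 1 PFU/cell, 72 h at 37C. Lysate luminescence read with OneGlo; data normalized against buffer-only and 10uM Salinomycin inhibitor controls.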
AMA1-RON2 inh = disrupts binding of P. falciparum AMA1 to RON2; AID 720542; 360,000 compounds, 0.2% hits; Potency, µM (highest dose often 58.2 µM), for inactives: at the top dose activity change, negative = inhibition, hits mostly inhibitors; AlphaScreen AMA1-biotinylated RON2 peptide binding;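 further: potency means the concentration at half of the fitted maximal effect; 0% = vehicle wells and -100% = peptide control; nearly all actives have a fitted effect of over 45% in size; some results filed as inactive show a strong effect at the top dose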
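AMA1 (3D7) with his tag at 25 nM final met compounds first, then biotinylated RON2 peptide at 25 nM; detection used donor plus acceptor beads, 10 µg/mL apiece, read by AlphaScreen after 30 min at room temperature.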
Active calls of the source: *; i = inactive; u = inconclusive; x = not tested or not shown; & = joins results of further samples; [ ] = remark or other dose. Unless noted, the call rests on the fitted dose curve; in most records, active means well fitted curve in the direction sought with a large enough effect; inconclusive means small, poorly fitted or top-dose-only effect, or another doubt; inactive means no such curve, though single readings can be large; an effect the other way counts as inactive or inconclusive. Rows are unselected; about 16% have a hit in one of these screens.

smiles,Giardia FBPA inh,AmpC detergent,Cycloheximide cs,Shiga toxin inh,AmpC inh no detg,HCMV antiviral,AMA1-RON2 inh
CC(C)(C)n1nc2c(c1NC(=O)c1ccccc1S(=O)(=O)C(F)F)CS(=O)(=O)C2,x,-4%,-2,-10,-4%,-20,-18%
Cn1c(SCc2ccc(F)cc2)nnc1-c1ccncc1,12%,-6%,10,3,-13%,u,3%
CC1=C(C(=O)O)N2C(=O)C(NC(=O)Cc3ccccc3)C2SC1 (stereo unspecified),-12%,3%,-2,-10,-20%,-31,11%
CCO[C@H]1OC(C(=O)N2CCCCCCC2)=C[C@@H](C2CCCCC2)[C@@H]1CCCO,1%,4%,0,-11,186%[activator],-9,-1%
Cc1ccc(/C=N/NC(=O)c2nnn(-c3nonc3N)c2CN(C)C)o1,2%,3%,-3,-8,-19%,7,12%
CCN(CC)CC(O)COCCC12CC3CC(CC(C3)C1)C2 (stereo unspecified),-4%,u,-7,-19,4%,u,16%
Cn1c(SCC(=O)NCCN2C(=O)CSC2=O)nnc1-c1ccccc1,5%,-1%,-3,-5,-17%,16,15%
COc1ccc(CC(=O)Nc2nc3ccc(F)cc3s2)cc1S(=O)(=O)N1CCOCC1,10%,-6%,40*,70*,7%,6,-20%
CSc1nc(O)c(Cc2ccccc2)c(=O)[nH]1,-3%,1%,-4,14,-18%,36,2%
CC(c1ccccc1)n1c(N2CCN(C)CC2)nc2c1c(=O)[nH]c(=O)n2C (stereo unspecified),-9%,-15%,-2,-23,-21%,-4,-20%
CSc1ncccc1C(=O)N1CCN(S(=O)(=O)c2ccc(F)cc2)CC1,11%,0%,-2,-5,-6%,7,-4%
c1ccc(C2=NP(N3CCOCC3)(N3CCOCC3)=NC(N3CCOCC3)=N2)cc1,2%,-13%,-8,-8,-13%,x,x
O=C(CCNC(=O)c1ccc(Br)cc1)NCCCc1ccccc1,x,u,x,x,14%,-5,8%
Cc1nc(SCC(=O)c2cc3ccccc3oc2=O)c(C#N)c(-c2ccccc2)c1C(=O)Nc1ccccc1,3%,-8%,-4,-5,-33%,-8,25%
Cc1ccc(C(=O)OC(C)C(=O)NC2CCCCC2C)s1 (stereo unspecified),x,1%,x,x,-15%,-12,4%
Cc1ccc(S(=O)(=O)N2CCN(C(=O)c3sccc3-c3ccccc3)CC2)cc1,x,7%,1,-11,4%,-2,-6%
COc1ccc(N(CC(=O)Nc2cccnc2)S(=O)(=O)c2ccc(C)cc2)cc1Cl,10%,0%,-1,4,4%,-10,10%
O=C1c2ccccc2S(=O)(=O)N1Cc1ccccc1[N+](=O)[O-],11%,-6%,-1,3,-13%,12,-3%
CC1CCc2c(sc3ncnc(NCCN4CCOCC4)c23)C1 (stereo unspecified),0%,-1%,-6,-6,87%[activator],-15,-7%
CN(C)CCCNC(=O)c1ccc(=O)[nH]n1,-10%,12%,0,13,-10%,u,-1%
CCN(CC)c1nc2n(c(=S)n1)CCS2,2%,2%,-4,-8,-11%,-14,7%
Cc1ccccc1C(=O)NC1CC2CCCC(C1)N2C(=O)Nc1ccccc1 (stereo unspecified),3%,1%,0,-4,-9%,-24,-4%
Cc1ccc(OCC(=O)Nc2cccc(S(=O)(=O)NC3=NCCCCC3)c2)cc1C,-6%,3%,6,18,10%,5,-3%
COc1ccc(CNC(=O)Cn2nc([N+](=O)[O-])c(Br)c2C)cc1,-1%,1%,11,-6,-25%,2,13%
CCOc1ccc(N(C)S(=O)(=O)c2ccc3[nH]cc(C(=O)NCCCOC)c(=O)c3c2)cc1,3%,3%,-3,-16,-10%,-36,8%
COc1ccc(-c2csc3ncnc(NCCN4CCOCC4)c23)cc1,3%,u,-1,-19,72%[activator],-66*,-8%
O=C(C(Sc1ccccc1)c1ccccc1)N1CCN(c2ccccc2F)CC1 (stereo unspecified),6%,3%,5,22,-12%,-32,2%
CCOC(=O)c1ccccc1NC1c2ccccc2C(=O)N1c1ccc(C)cn1 (stereo unspecified),0%,u,21*,39,-24%,77,-1%
CCCC1=NN(C(=O)CCc2ccccc2O)C(O)(C(F)(F)F)C1 (stereo unspecified),5%,-14%,-3,2,-26%,u,1%[2.32 µM]
O=C(O)c1cccc(NC(=S)N/N=C/c2ccccn2)c1,-10%,4%,51*,131*,-28%,89,-66%
CCc1ccc(CN(C)C(=O)c2ccc3c(=O)n4c(nc3c2)CCC4)cc1,x,4%,-2,-1,72%[activator],-34,6%
CCOC(=O)CN1C(=O)COc2ccc(C(C)(C)C)cc21,-19%,u,-2,15,1%,30,-1%
CN(C)CCCNC(=S)N(CCCO)Cc1cc2cc3c(cc2[nH]c1=O)OCO3,9%,u,-3,x,1%,-1,2%
CCCCNC(=O)Cn1c(=O)c2c(ncn2CC)n(Cc2ccccc2)c1=O,2%,-2%,-6,-1,-9%,16,4%
Cc1cccc(C)c1NC(=O)c1cn(-c2ccccc2)nc1-c1ccccc1,16%,-7%,-2,-7,-15%,-64*,-11%[11.6 µM]
CCc1ccc(NC(=O)[C@H](Cc2c[nH]c3ccccc23)NC(=O)[C@@H]2Cc3ccccc3CN2)cc1,u,-9%,16,28*,-51%,x,40%[activator]
COc1ccc(-n2nnnc2SCC(=O)NCCc2ccccc2)cc1OC,3%,-3%,0,19,-2%,-3,-16%
CCCCCOC(=O)c1ccc(OC(=O)c2cncc(Br)c2)cc1,1%,-14%,21*,27,52%,6,-8%
Cc1sc(NC(=O)CSC2=NCCS2)nc1-c1ccccc1,0%,u,-3,-11,-28%,-24,-21%
Cc1ccsc1C(=O)OCC(=O)c1cc(C)n(C)c1C,x,x,x,x,-26%,0,-3%
COC(=O)c1c(NC(=O)Cc2cccs2)sc(C)c1C,8%,u,9,35,-22%,12,9%
CS(=O)(=O)c1ccc(Cl)c(NC(=O)COC(=O)c2cccc(C#N)c2)c1,-2%,3%,-4,6,-3%,-26,-3%
CC1=C(C(=O)OC2CCCCC2)C(c2cccc([N+](=O)[O-])c2)NC(=O)N1 (stereo unspecified),11%,3%,-2,-1,-24%,-2,-5%
CCOC(=O)C1=C(C)c2ccccc2OC1(C(=O)OCC)c1ccccc1 (stereo unspecified),-15%[89.2 µM],x,-1,i,17%,-3,28%
COC(C[C@H]1O[C@H]1[C@@H](O)[C@@H](C)OCc1ccccc1)OC,5%,-5%,-7,-6,-1%,23,-2%
O=c1[nH]c2cc([N+](=O)[O-])c(NCCO)c([N+](=O)[O-])c2[nH]1,-14%,8%,-10,-6,-10%,-17,10%
C/C(=N\NC(=O)c1nn(C)c(C)c1Br)c1ccc(NC(=O)c2ccc(C)s2)cc1,-6%,2%,45*,64*,-27%,-26,-14%
CCOC(=O)c1c(NC(=O)CSc2nc3c(c(=O)n(C)c(=O)n3C)n2CC)sc(C)c1C,7%,-1%,-7,-20,-24%,8,5%
CCN1CNC(=S)N(c2cc(C)ccc2C)C1,-5%,u,-4,-7,-17%,-3,-2%
O=C(CCC1CCCCC1)NC1CCCCC1,x,x,x,x,46%,-28,6%[11.6 µM]
CCCC(C)c1nnc(NC(=O)C2CC(=O)N(c3ccc(OCC)cc3)C2)s1 (stereo unspecified),0%,-4%,-2,-3,6%,21,-14%
Cc1cc(OCC(=O)N2CCN(c3ccccn3)CC2)cc(C)c1Br,-6%,-4%,21,-1,88%,-35,-24%
NC(=O)C1CCN(C(=O)N2c3ccccc3Sc3ccccc32)CC1,-11%,0%,-5,-9,154%[activator],3,14%
CCC(C)(C)n1nnnc1CN1CCc2ccccc21,-8%,u,1,3,-28%,43,-2%
CC(=O)c1cccc(NC(=O)c2cc(=O)[nH]c3ccc(S(=O)(=O)N4CCOCC4)cc23)c1,x,x,x,x,-33%,-11,-7%
CCn1c(Oc2cccc(Br)c2)nc2c1c(=O)n(C)c(=O)n2C,-12%,-6%,-1,-12,55%,-12,10%

Additional records:
smiles,Giardia FBPA inh,AmpC detergent,Cycloheximide cs,Shiga toxin inh,AmpC inh no detg,HCMV antiviral,AMA1-RON2 inh
CCc1ccccc1NC(=O)C1CC(c2ccc(F)cc2)=NO1 (stereo unspecified),9%,u,-2,-21,-2%,u,-6%
COc1ccc(S(=O)(=O)N(C)C[C@H]2Oc3ccc(NC(=O)Nc4ccccc4)cc3C(=O)N([C@H](C)CO)C[C@@H]2C)cc1,x,x,x,x,91%[activator],-25,-10%
CN(C)S(=O)(=O)c1cccc(NC(=S)Nc2ccc(Cl)cc2Cl)c1,-17%,9%,5,-17,-38%,-14,28%
COc1ccccc1/C=C/C(=O)NC(=S)Nc1ccc(S(=O)(=O)N(C)c2ccccc2)cc1,0%,-1%,-4,6,-17%,49,-3%
COc1ccc(CNC(=O)[C@@H](NC(=O)C2CCN(S(=O)(=O)c3ccc(C)cc3)CC2)C(C)C)cc1OC,x,1%,1,2,41%,-34,6%
O=C(COC(=O)COc1ccc2c(c1)CCC2)Nc1ccccc1C(F)(F)F,x,x,x,x,-25%,-19,-7%
CCc1ccc(C2=NN(S(C)(=O)=O)C(c3cccs3)C2)cc1 (stereo unspecified),5%,u,65*,88*,-2%,42,13%
CCOc1cccc(CNc2nnnn2C)c1,9%,-9%,-2,-9,168%,1,-12%
COc1ccc(O)c(/C=N/Nc2nc3ccccc3[nH]2)c1,-12%,1%,49*,82*,-35%,9,u
Cc1cc2nc3c(nc2cc1C)C1(C(=O)O)CCC3(C)C1(C)C (stereo unspecified),-1%,u,9,12,-20%,33,8%
NC(=O)C1CCN(CC(=O)Nc2ccccc2Sc2ccc(Cl)cc2)CC1,-27%,-2%,-4,-2,142%[activator],81,5%
Nc1nc(CN2CCOCC2)cs1,-18%,-9%,-1,-8,-7%,30,39%[activator]
O=C(NC1CCCC1)C(c1ccccc1)N(C(=O)c1ccno1)c1cccnc1 (stereo unspecified),5%,-12%,-3,6,-4%,-12,0%
COC(=O)C1=C(C)N(Cc2ccccc2)C(=NCC(C)C)N[C@H]1c1cccc(F)c1,20%,u,-4,1,32%&2%,-30,4%
COc1ccc(NC(=O)c2nc[nH]c2C(=O)N2CCN(C(=O)OC(C)(C)C)CC2)cc1,-7%,-2%,-9,2,46%,-12,60%[activator]
NC(=O)NC(=O)COC(=O)c1ccccc1OCc1ccc(F)cc1,7%,-1%,-2,-4,-18%,-11,-1%
